# Screens deposited in PubChem by Fisher Drug Discovery Resource Center.
# hcGAS inh = human cGAS inhibition; recombinant h-cGAS, ATP depletion, Kinase-Glo luminescence; inhibition, % at 12.5 µM; 0.081% of 290,000 active; AID 1259398;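 also: 0% = vehicle reaction and 100% = reaction without DNA for no activity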
# Target sequence (Q8N884 whole entry, looked up): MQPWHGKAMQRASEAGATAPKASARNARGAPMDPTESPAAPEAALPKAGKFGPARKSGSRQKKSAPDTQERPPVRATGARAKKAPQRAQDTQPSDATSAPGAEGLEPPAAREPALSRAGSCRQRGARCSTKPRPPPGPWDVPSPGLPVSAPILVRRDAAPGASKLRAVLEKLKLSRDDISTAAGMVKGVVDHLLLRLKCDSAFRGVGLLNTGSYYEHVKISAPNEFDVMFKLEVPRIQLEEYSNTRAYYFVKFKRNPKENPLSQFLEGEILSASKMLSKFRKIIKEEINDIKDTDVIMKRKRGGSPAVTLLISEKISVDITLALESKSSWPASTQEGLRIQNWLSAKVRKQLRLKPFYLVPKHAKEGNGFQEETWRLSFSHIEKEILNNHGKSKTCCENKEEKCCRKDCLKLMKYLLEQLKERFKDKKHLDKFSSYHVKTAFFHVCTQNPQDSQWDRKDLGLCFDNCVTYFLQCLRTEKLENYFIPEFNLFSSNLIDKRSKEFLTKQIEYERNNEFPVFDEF
# mcGAS lum = inhibitors of mouse cGAS | 0.15% of 160,000 active | recombinant cGAS, Kinase-Glo ATP depletion luminescence | inhibition, % at 12.5 µM | Q8C6L5;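 also: 0% = negative control wells and 100% = reference inhibitor with no enzyme activity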
# NPYLR7 agonist = mosquito NPYLR7 agonism; AID 1259423; activation, % at 10 µM; 0.15% of 270,000 active; HEK293T NPYLR7/Galpha15, GCaMP6s calcium fluorescence; in the data active = activation above about 40%;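 also: 0% = vehicle and 100% = reference agonist at the receptor; some compounds past the cut are filed as inactive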
# * = called active by the depositor; . = not tested or not shown; & = joins results of further samples. Rule as the data show it, unless noted: active = inhibition above about 40%; inactive = the rest.
SMILES,hcGAS inh,mcGAS lum,NPYLR7 agonist
COc1ccc(C)cc1-n1nnnc1SCC(=O)c1ccc(C)cc1C,-5,-5,11
O=C(Cc1cccs1)NCCn1ncc2c(N3CCOCC3)ncnc21,-9,-5,-1
Fc1ccc(N2CCN(c3nc4ccccc4n4cnnc34)CC2)cc1,-6,-5,2
COc1cccc(Cn2c(C(=O)N3CCN(S(=O)(=O)c4ccc(F)cc4)C(C)C3)cc3ccsc32)c1 (centres undefined),0,0,-4
CC(NCc1ccco1)c1nc2cc(Cl)ccc2c(=O)[nH]1 (centres undefined),-2,.,11
c1coc(CN(Cc2ccsc2)Cc2cnc[nH]2)c1,-3,.,1
Cc1ccc(C)c(S(=O)(=O)N2Cc3ccccc3CC2C(=O)OC(C)C(N)=O)c1 (centres undefined),4,.,-15
Cc1ccc(-c2cc(C(=O)N(C3CC3)C(C)c3ccco3)on2)cc1 (centres undefined),-7,-16,15
CCOC(=O)N1CCC(NC(C)c2nc3c(s2)CCCC3)CC1 (centres undefined),-10&2,6,-1&4
CCCc1nnc2sc(Cc3ccccc3Cl)nn12,-7,.,5
CCC(NC1CCN(S(C)(=O)=O)CC1)c1cccs1 (centres undefined),0,-18,25
CC(CO)CN(Cc1ccccc1)Cc1ccc(C(F)(F)F)nc1 (centres undefined),-4,.,10
CCN1CCN(c2nc(-c3ccc(OC)cc3)nc3cc(Cl)ccc23)CC1,10,8,30
CCc1nc2n(n1)C(=O)C(C(c1ccccc1F)N1CCC3(CC1)OCCO3)S2 (centres undefined),-5,-8,-6
COc1ccc(/C=C/C(=O)N2CCC(n3c(=O)oc4cc(C)ccc43)CC2)c(Cl)c1OC,-7,-8,18
Cn1nc2c(c1NC(=O)c1ccc(Cc3ccccc3)cc1)CCC2,-2,.,9
O=c1c(Cl)c(NCC2COc3ccccc3C2)cnn1-c1ccccc1 (centres undefined),-4,.,1
Cc1cc(C)cc(-n2ccnc(NCCc3c[nH]c4ccccc34)c2=O)c1,4,.,2
O=S(=O)(c1ccc(Nc2ccc(F)cc2)nc1)N1CCOCC1,-4,.,1
C=CCN1C[C@H]2COc3cc(OC)ccc3[C@H]2N(C(=O)OCC)CCC1=O,-3,-7,1
COc1cccc(-n2cc(CN(C)Cc3nc[nH]c3C)cn2)c1,-1,-13,5
COC(=O)c1sccc1NC(=O)C1C2C=CC(O2)C1C(=O)O (centres undefined),-11,.,-1
CN(Cc1cnn(-c2ccccc2)c1)c1ccncc1Cl,2,.,3
COc1cc(=O)n(-c2ccccc2C)nc1C(=O)Nc1ccc(O)cc1,-6,.,5
Cc1cc(Br)oc1C(=O)N1CCC(C)(C)C1,-15,.,3
OC[C@H]1CCCN1c1nnc(C(F)F)s1,-14,.,-5
N#C[C@@H]1C[C@@H]2C[C@@H]2N1C(=O)[C@@H](N)C12CC3CC(CC(O)(C3)C1)C2,0,.,-1
COc1ccc(CNC(=O)c2ccc(-c3cccc(C(F)(F)F)c3)s2)cc1,-4,-5,28
Cc1c(COC(=O)c2cc(C(N)=O)cn2C)oc2ccccc12,10,.,5
O=C(NCc1cnc2c(c1)CCC2)C1CC(=O)N(Cc2ccccn2)C1 (centres undefined),-6,.,4
Cc1ccc2c(c1)C(=O)CC(O)(C(F)(F)C(F)F)O2 (centres undefined),-14,-7,0
CCCc1cc(CNC(=O)c2ccc(NC3CCc4cccnc43)nc2)on1 (centres undefined),-3,-14,3
Cc1[nH]c(=O)[nH]c(=O)c1CCc1nnc(SCC(=O)Nc2nccs2)o1,-5,-8,-5
Fc1ccc(N2CCN(c3cc(Oc4ccc(Cl)cc4)ncn3)CC2)cc1,-4,0,-6
COc1cc(F)ccc1-c1c(-c2ccccc2)ncn1CCn1ccnc1,0,.,3
O=C(c1ccccc1C(F)(F)F)N1CCC(c2ccccc2)CC1,-4,-5,23
O=C1COc2ccc(S(=O)(=O)N3CCc4ccccc43)cc2N1,-5,.,0
CCC1(c2cccc(Cl)c2)NC(=O)N(CN2CCC(C)CC2)C1=O (centres undefined),-6&-3,-17&-7,0&2
CCCCc1cnc2c(c1SCc1ccc(C)cc1)c(=O)n(C)c(=O)n2C,-9,-6,5
CC1CC(=NNC(=S)NCC2CCCO2)CC(C)(C)C1 (centres undefined),-2,.,-3
COCCn1cc(C(=O)N2CCN(C(=O)c3cccs3)CC2)c2nn(-c3ccccc3)c(=O)c-2c1,-6,-6,0
Cn1c(=O)[nH]c(=O)c2c1nc(N1CCOCC1)n2Cc1ccccc1F,-7,-7,8
CCc1nc2c(OCc3ccc(S(C)(=O)=O)cc3)cccn2c1N(C)C(C)=O,-5,-2,11
CCC(C)Nc1c2c(nc3c(-c4ccccc4)c(C)nn13)CCC2 (centres undefined),-9,-9,4
CCCCCOc1ccc(C(=O)Nc2ccccc2C(C)C)cc1OCCCCC,-3,-5,22
CCOc1ccc(N=C2SC(C(=O)Nc3cccc(Cl)c3)CC(=O)N2C)cc1 (centres undefined),-3,.,3
C=CCNC(=O)Nc1cn(C)c2ccccc12,0,-3,-1
N#CC1(NC(=O)COc2ccc(C(=O)c3ccc(F)cc3)cc2)CCCCC1,-6,-10,1
COCCN1C(=O)/C(=C\c2cccs2)SC1=S,-11,.,-2
COCC(NC(=O)CCN1CCCCO1)c1ccnn1C (centres undefined),-7,.,8
COc1ccc(NC(=O)N2[C@H]3CCNC[C@@H]2CC3)c(C)c1,-3,.,14
O=C(NCC1CCCN(Cc2ccncc2)C1)C1(C(F)(F)F)CC1 (centres undefined),-2,.,-5
COc1cc(-c2onc(C)c2C(=O)NCCc2ccc(F)cc2)cc(OC)c1OC,-4,-6,2
COc1cccc2c1OCC(C(=O)NCc1c(C)noc1C)C2 (centres undefined),-2,.,0
N#C/C(=C/c1ccc(N2CCCCC2)cc1F)c1ccc(C(=O)O)cc1,0,-5,-1
Cc1cccc(NC(=O)CN(C)C(=O)C2CCN(c3ccc(C(F)(F)F)cn3)CC2)c1C,-3,-7,4
O=C(c1cccc(OC2CCN(Cc3cc(F)cc(F)c3)CC2)c1)N1CCCC1,-6,-9,13
CC(=O)c1cccc(NC(=O)c2ccc(Cl)c(S(=O)(=O)N3CCOCC3)c2)c1,2,-2,2
Cc1ccn2c(C(=O)N3CC[C@@H](c4ccc5ccccc5c4)[C@H](O)C3)nnc2n1,0,.,-4
C=CCN1C(=O)C2(NC(=O)c3ccccc3N2)c2ccccc21 (centres undefined),-6,.,2

# The list goes on (six carried over from the part before).
SMILES,hcGAS inh,mcGAS lum,NPYLR7 agonist
N#C/C(=C/c1ccc(N2CCCCC2)cc1F)c1ccc(C(=O)O)cc1,0,-5,-1
Cc1cccc(NC(=O)CN(C)C(=O)C2CCN(c3ccc(C(F)(F)F)cn3)CC2)c1C,-3,-7,4
O=C(c1cccc(OC2CCN(Cc3cc(F)cc(F)c3)CC2)c1)N1CCCC1,-6,-9,13
CC(=O)c1cccc(NC(=O)c2ccc(Cl)c(S(=O)(=O)N3CCOCC3)c2)c1,2,-2,2
Cc1ccn2c(C(=O)N3CC[C@@H](c4ccc5ccccc5c4)[C@H](O)C3)nnc2n1,0,.,-4
C=CCN1C(=O)C2(NC(=O)c3ccccc3N2)c2ccccc21 (centres undefined),-6,.,2
CCOC(=O)C1C(=O)CC(C)(O)C(C(=O)OCC)C1c1ccc(Br)s1 (centres undefined),0,-2,4
COc1ccc(CNC(=O)c2cn(Cc3ccc4c(c3)OCO4)c(=O)s2)cc1OC,-5,.,2
CN1CCN(Cc2c(O)ccc3c(=O)c(-c4ccc(Cl)cc4)coc23)CC1,-5,.,6
CCOC(=O)c1c(NC(=O)c2ccccc2OC)c(-c2cccc(F)c2)cn1Cc1ccccc1,-4,-4,1
Cc1cc(C)c2nc(C)cc(C(=O)N3C[C@H](OC(C)C)[C@@H](O)C3)c2c1,4&9,.,-1&4
Clc1ccc(-c2nc3sc4nc5ccccc5nc4n3n2)c(Cl)c1,2,-1,2
CCCNC(=O)c1ccc(N2CCCC(c3nn(C)c(=O)n3CC)C2)nc1 (centres undefined),-4,.,4
COc1ccc(S(=O)(=O)NC(=O)C2(C)CCN2C(=O)C(C)(C)c2ccccc2)cc1OC (centres undefined),-3,.,3
CCC(=O)C1=C(c2ccc(C)cc2)N(C(=O)CC)n2cnnc2S1,-4,.,24
CCc1nc(N)nc(N)c1-c1ccc(Cl)cc1,-1&-2&-4,-5,-11&-10&-8
O=C(NC1CCCc2ccccc21)C1=NN(c2ccccc2)C(=O)CC1 (centres undefined),4,-7,2
COCC(O)CN(Cc1ccccc1)Cc1cccn1Cc1ccc(C(C)(C)C)cc1 (centres undefined),-6,-4,0
COCCNc1nccc2[nH]c(-c3ccccc3)nc12,1,0,-7
CCCC(=O)N(CCN1CCOCC1)c1nc2c(OC)ccc(OC)c2s1,-10,.,7
Cc1ccc(-c2nc(OCC(C)C)nn2-c2ccc(NC(=O)c3ccc(Cl)c([N+](=O)[O-])c3)cc2)cc1,-9,-5,14
CCCCN(Cc1cccn1Cc1ccc(Br)cc1)C(=O)CN(CCC)C(=O)c1cccc(Br)c1,-6,-4,-5
Cc1cn2c(CN3CCN(C(=O)C4CC4)CC3)c(-c3ccc(F)cc3)nc2s1,1,-3,.
N/N=C1/C2CN3CCN(C2)CC1(Cc1ccccc1)C3,-4,.,-5
Cc1cc(C)cc(C(=O)Nc2ncn[nH]2)c1,-8,.,-1
CCCc1oncc1C(=O)N1CC(C)(C)[C@@](C)(O)C1,-9,-5,.
Nc1cc(-c2ccc(Cl)cc2)nn1-c1ccc(C(=O)NCc2ccc3c(c2)OCO3)cc1,-3,-3,6
COCc1c(N)cccc1Br,2,.,15
COc1ccc(NC(=O)C(C2CCCC2)N2CCN(C(=O)CCc3ccccc3)CC2)cc1OC (centres undefined),0,0,-3
COc1cc(OC)cc(C(=O)N(CC(=O)N(CCc2c[nH]c3ccccc23)Cc2ccc(N(C)C)cc2)CC(C)C)c1,-15,-7,-3
CC(=O)Nc1ccc(CN2C(=O)C(C)(C)ON=C2c2ccc(NC(C)=O)cc2)cc1,-7,.,4
COC(=O)C(C)(N)Cc1ccc(O)cc1 (centres undefined),-4,-3,3
Cc1ccccc1[C@H]1[C@@H](C(=O)N(C)Cc2cnccn2)C[C@@](C)(C(=O)O)N1C,-4,-16,2
CC(C)NC(=S)NN=CC1CCCCC1,-9,-6,2
Cc1nn(-c2ccccc2)c(C)c1/C=N\N1CCN(Cc2ccccc2)CC1,-1,.,-11
COC(=O)[C@@H]1C[C@@H](NC(=O)c2cc(Cl)cc(OC)c2)CN1C,-1,-11,19
CCCOC1CCCN(C(=O)C2(N)CC2)C1 (centres undefined),-3,.,14
CCN(CC)S(=O)(=O)c1ccc(C(C)=NOCc2cc(C)ccc2C)cc1,-9,-1,3
OCc1cn(-c2ccccc2)nc1-c1cc2ccccc2o1,-11,.,18
CC1C(=O)N(c2ccc(F)cc2)CCN1C(=O)COc1ccc(Cl)cc1 (centres undefined),2,0,3
COc1ccc(NC(=O)C2(C)CCN2Cc2ccc(OC(C)C)cc2)cc1OC (centres undefined),-11,.,4
C[C@H](C(=O)NCc1cccnc1)N1Cc2ccc(N3CCOCC3)nc2C1=O,-7,.,9
COc1ccccc1C(C)NS(=O)(=O)N1CCCC(C)C1 (centres undefined),-10,.,0
Cc1cn2c3c(=O)n(C)c(=O)n(C)c3nc2n1Cc1c(Cl)cccc1Cl,-1,.,7
COCCn1c(SCc2ccc(C(=O)OC)o2)nc2c([nH]c3ccccc32)c1=O,-4,-5,-1
COc1ccc(Nc2ccncc2[N+](=O)[O-])cc1,5,.,0

# The closing five compounds of the section above are carried over, then new ones follow.
SMILES,hcGAS inh,mcGAS lum,NPYLR7 agonist
C[C@H](C(=O)NCc1cccnc1)N1Cc2ccc(N3CCOCC3)nc2C1=O,-7,.,9
COc1ccccc1C(C)NS(=O)(=O)N1CCCC(C)C1 (centres undefined),-10,.,0
Cc1cn2c3c(=O)n(C)c(=O)n(C)c3nc2n1Cc1c(Cl)cccc1Cl,-1,.,7
COCCn1c(SCc2ccc(C(=O)OC)o2)nc2c([nH]c3ccccc32)c1=O,-4,-5,-1
COc1ccc(Nc2ccncc2[N+](=O)[O-])cc1,5,.,0
COc1ccccc1-c1c(C(F)(F)F)oc2c(CN3CCCCC3)c(O)ccc2c1=O,-5,-5,9
O=C(NC(c1ccc(F)cc1)c1ccc2ccccc2n1)C1CCN(Cc2cccnc2)CC1 (centres undefined),-3,-6,-5
c1ccc2nc(NN=C3CCN(C4CCCCC4)CC3)ccc2c1,-3,-14,-1
Cc1cc(C)n(C(C)C(=O)NCC(C)(O)c2ccsc2)n1 (centres undefined),7,.,-8
O=C(c1cc2n(n1)CCN(Cc1ccc(Cl)c(Cl)c1)C2=O)N1CCN(c2cccc(C(F)(F)F)c2)CC1,-10,-5,16
O=C1OC(c2cc([N+](=O)[O-])ccc2Cl)=N/C1=C\C(Cl)=C\c1ccccc1,-4,.,-3
COc1cc(Cc2nc(CC(C)C)n[nH]2)cc(OC)c1OC,-4,-18,10
CCN(C(=O)c1cccn(Cc2cc(C)ccc2C)c1=O)c1ccccc1,-2,.,13
COCCCN(CC(=O)N(Cc1ccc(F)cc1)Cc1cccs1)C(=O)/C=C/c1ccc([N+](=O)[O-])cc1,-4,-3,-8
COc1ccc(OC)c(Cc2nnc(CCC(=O)NCc3nc4ccccc4s3)o2)c1,-3,-6,1
CCN(CC)Cc1ccccc1CNC(=O)Nc1cccc(C)c1,-6,.,-4
Cc1nc2sc3c(c2c(=O)n1N=Cc1ccco1)CCCC3,-6,.,2
Cc1ccc(C(=O)CCC(=O)Nc2cccc(-n3ccnc3)c2)cc1,-11,.,-3
COc1ccc(NCN2C(=O)C3CC=CCC3C2=O)cc1 (centres undefined),4,.,-3
